bCat KO growth – beta-catenin-lacking colon tumor cell growth suppression | HCT116 beta-catenin knockout viability, CellTiter-Glo, 60 h; active compounds read low | viability, % at 10 µM | 140,000 tested, 1.5% active | AID 818;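 active = viability at or under a set limit, the compound median less 4 SD, cut at about 6% in these data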;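 note: 0% = Hyamine 1622 control at 20 µM and 100% = untreated cell control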
BB579 growth dn – yeast BB579 growth reduction in restrictive medium. inhibition, % at 10 µM. S. cerevisiae BB579 growth, OD615, 48 h. 140,000 tested, 0.51% active;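 active = inhibition above a set limit, 3 SD over the mean compound inhibition, cut at about 44% in these data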; note: inactives centre near -24
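test system = yeast BB579 (DeaD) | buffer or medium = restrictive CSMM-D medium | doses = single compound dose of 10 µM, 0.25% DMSO final | times = 4 h preincubation and 48 h exposure at 30 °C | technique = culture absorbance at 615 nm | benchmarks = amphotericin B 10 µg/mL, positive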
MRP1 act – activators of MRP-1 | H69AR cells + doxorubicin, viability rescue, CellTiter-Glo | viability increase, % at 10 µM | 140,000 tested, 0.61% active | AID 799;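 active = viability gain under doxorubicin at or above a set limit, the compound median plus 3 SD, cut at about 4.7% in these data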;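 note: MRP-1 overexpressing cells given doxorubicin 25 µM after compound pretreatment; 18-22 h compound pretreatment then 72 h with doxorubicin before readout; 0% = doxorubicin-only wells and 100% = vehicle-treated cells without doxorubicin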
NPY-Y2 antag – blocks the human neuropeptide Y Y2 receptor. P49146. NPY-Y2 expressing cells, antagonist mode. inhibition, % at 2.7 µM. 140,000 tested, 0.99% active; in the data active = inhibition above about 17%;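 note: 0% = vehicle with agonist challenge and 100% = reference antagonist with challenge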
Target sequence (P49146 whole entry, looked up): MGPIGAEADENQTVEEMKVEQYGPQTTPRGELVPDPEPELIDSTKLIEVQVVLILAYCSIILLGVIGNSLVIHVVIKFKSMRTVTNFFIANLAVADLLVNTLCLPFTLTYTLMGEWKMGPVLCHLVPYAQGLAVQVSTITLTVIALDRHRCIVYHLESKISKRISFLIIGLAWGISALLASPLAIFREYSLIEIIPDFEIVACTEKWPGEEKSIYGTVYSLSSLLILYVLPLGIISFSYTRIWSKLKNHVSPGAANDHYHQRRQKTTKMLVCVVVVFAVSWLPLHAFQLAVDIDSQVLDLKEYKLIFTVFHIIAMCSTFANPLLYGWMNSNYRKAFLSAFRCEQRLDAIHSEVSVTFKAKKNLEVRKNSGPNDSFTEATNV
E-sel TNF inh – blocks E-selectin expression induced by TNF alpha; HUVEC TNFa-induced E-selectin immunofluorescence, high content; inhibition, % at 2 µM; 120,000 tested, 0.71% active;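 active = inhibition above the batch mean plus 3 SD, and confirmed as a hit on visual image review, cut at about 43% in these data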;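 note: 0% = TNF-stimulated DMSO wells and 100% = unstimulated control wells; not every result past the cut was called active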
Phagocyt inh – macrophage phagocytosis inhibition. J774A.1 macrophage IgG-bead phagocytosis, imaging. inhibition, % at 5 µM. 110,000 tested, 0.07% active;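 active = inhibition above the mean of the plate negative controls plus 5 SD, cut at about 13% in these data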;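 note: phagocytic index as fraction of beads internalized from green versus red external bead signal; plate controls were DMSO negative control for no effect and cytochalasin-D positive control for full effect; some results beyond the cut were filed as inactive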
HCT116 PTEN-null – PTEN-deleted cell growth suppression; viability, % at 10 µM; 140,000 tested, 1.2% active; HCT116 PTEN-null viability, CellTiter-Glo, 60 h; active compounds read low;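 active = viability at or below a set limit, 4 SD under the median of all tested compounds, cut at about 3.7% in these data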;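 note: PTEN knockout HCT116 line with beta catenin targeted HCT116 as companion control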
GALR2 blocker – GALR2 (human) receptor antagonism. O43603. GALR2-expressing cells, antagonist mode. inhibition, % at 4 µM. 140,000 tested, 0.39% active. AID 828; in the data active = inhibition above about 27%;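 note: cells stimulated with galanin 1-16 at roughly its EC80; 0% = agonist challenge control and 100% = basal control without agonist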
Target sequence (O43603 whole entry, looked up): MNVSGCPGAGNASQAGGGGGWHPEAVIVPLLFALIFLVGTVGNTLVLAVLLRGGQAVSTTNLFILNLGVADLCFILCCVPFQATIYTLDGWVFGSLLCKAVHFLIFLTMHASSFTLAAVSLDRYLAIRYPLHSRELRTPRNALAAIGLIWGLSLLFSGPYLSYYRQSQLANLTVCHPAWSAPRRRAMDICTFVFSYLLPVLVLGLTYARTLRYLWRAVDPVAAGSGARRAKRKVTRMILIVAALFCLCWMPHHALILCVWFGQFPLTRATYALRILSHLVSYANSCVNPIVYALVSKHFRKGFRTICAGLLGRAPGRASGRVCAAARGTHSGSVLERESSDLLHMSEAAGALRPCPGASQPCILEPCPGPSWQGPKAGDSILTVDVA
Measles CPE – protection of cells from measles virus; Measles virus-infected cells, CPE protection, absorbance; protection (pct of control), % at 4 µM; 140,000 tested, 1.5% active; AID 841; in the data active = protection mostly above about 24%, no sharp cut-off; inactive = mostly below about 26%; note: some compounds called inactive have numbers as strong as hits
Yeast life ext – yeast lifespan extension | 130,000 tested, 0.68% active | inhibition of the nicotinamide effect, % at 10 µM | S. cerevisiae growth with nicotinamide, OD615; deaD strain in restrictive glucose medium | AID 775;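 active = inhibition above a set limit, placed 3 SD over the median of all compounds, cut at about 26% in these data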;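 note: 0% = nicotinamide-treated wells and 100% = cells grown without nicotinamide; some compounds called inactive have numbers as strong as hits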
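Buffer or medium: CSMM-D glucose medium, restrictive; test system: modified budding yeast, DeaD strain; compound: single dose 10 µM compound, 0.25% DMSO; schedule: culture preincubation 4 h, compound exposure 48 h, both 30 °C; detection: optical density (absorbance) at 615 nm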
The depositor's hits bear a star; nt = no result given.

Structure,bCat KO growth,BB579 growth dn,MRP1 act,NPY-Y2 antag,E-sel TNF inh,Phagocyt inh,HCT116 PTEN-null,GALR2 blocker,Measles CPE,Yeast life ext
COc1ccc(CN2CCC(=O)NC2=O)cc1,94,7,-1.1,5,nt,0,88,-2,11,-15
O=C(O)CCc1nn2c3ccccc3nc2n(CCN2CCCCC2)c1=O,99,-27,-1.9,1,-30,nt,102,-2,7,-6
O=c1oc2c3c4c(cc2s1)CCCN4CCC3,90,17,-3.0,4,9,-2,101,-11,44,4
Cn1c(NC(=O)c2cc(Br)ccc2Cl)cc(=O)n(C)c1=O,96,-29,-3.8,1,-2,0,105,-14,11,-7
O=C(CCCn1c(=O)c2ccccc2n(Cc2ccccc2)c1=O)NCc1ccco1,61,-31,-2.9,7,-2,2,50,1,-1,12
Cc1cc(C)n2nc(C(=O)Nc3nnc(C4CC4)s3)nc2n1,97,-20,5.2*,0,-18,1,99,-5,4,-3
Cn1c(=O)[nH]c(=O)c2c1nc(CN1CCN(c3cccc(Cl)c3)CC1)n2CCc1ccccc1,79,-71,-1.5,8,-12,0,74,13,7,-10
O=C(O)c1nc(N2CCCC2)ncc1Cl,90,-32,0.3,10,4,0,97,1,5,-7
CCOC(=O)N1CCN(C(=O)Cn2ccc3ccccc3c2=O)CC1,94,-35,-0.6,4,nt,0,99,6,16,-6
CSc1cccc(NC(=O)C2CCN(S(=O)(=O)c3ccc(F)cc3)CC2)c1,81,-10,-1.2,-1,-11,2,91,-7,5,7
COc1ccc(Br)cc1CNc1ccc(O)cc1,83,-26,-1.3,0,14,2,66,-6,9,-17
O=C(NC1CCCC1)c1cc(Cl)ccc1[N+](=O)[O-],95,9,-1.7,2,nt,-4,99,4,30,1
CCCCNC(=O)C1CCN(S(=O)(=O)c2c(C)noc2/C=C\c2ccc(OC)cc2)CC1,86,-57,-0.9,-1,nt,0,85,-7,9,-6
CC(C)COc1ccc(S(=O)(=O)NNC(=O)c2cc3ccccc3o2)cc1,98,-20,-0.9,14,-7,-4,97,10,11,11
Nc1c(N2CCCC2)cc(Cl)c2nonc12,95,31,-2.5,3,-49,-1,106,14,12,-1
CC(c1ccccc1)C1CC(=O)N(c2ccc(C(=O)O)cc2)C1=O (configuration not stated),87,7,-0.4,-2,1,-1,99,-8,4,-8
COc1cccc(C(=O)CSc2nnc(-c3cc(OC)cc(OC)c3)o2)c1,97,-25,-5.2,2,-6,-3,100,-2,5,-4
Cc1cc(C)n(C(=O)CSc2nnc(SCC(=O)n3nc(C)cc3C)s2)n1,100,-4,0.5,1,-1,1,99,5,9,-17
Cc1ccc(-c2nc3cnccn3c2Nc2ccccc2)o1,78,-13,-0.4,nt,nt,0,94,nt,4,-15
O=C1NC(c2ccc(Br)cc2)Nc2sc3c(c21)CCC3 (configuration not stated),89,-26,-3.2,2,6,nt,80,3,3,-27
COC(=O)c1cccc(NS(=O)(=O)c2ccc(OC)c(OC)c2)c1C,89,13,-1.8,4,18,-1,93,0,8,-5
O=C(CSc1nc2c(c(=O)n1-c1ccc(Cl)cc1)SCC2)NCC1CCCO1 (configuration not stated),86,9,-2.2,5,nt,-2,105,6,1,-10
CCOc1cccc(C(=O)N2CCCCC2c2cccnc2)c1 (configuration not stated),101,-1,-0.7,2,9,-1,95,1,22,3
Cc1cc(C)c(NC(=O)c2ccoc2C)c(C)c1,95,37,-2.9,0,21,0,88,1,2,0
CN(C)CCC(=O)NCC1OCCc2ccccc21 (configuration not stated),104,-31,-0.6,2,2,0,105,-2,4,-12
CC(Sc1nnc(-c2cccnc2)n1-c1ccccc1)C(=O)NCc1ccc2c(c1)OCO2 (configuration not stated),94,-11,-0.9,0,-9,-1,96,12,9,-4
COc1ccc(C(C)C)cc1S(=O)(=O)N1CCN(C)CC1,101,-35,-0.5,-2,11,0,114,-8,14,17
O=C(CCCSc1nc2ccccc2[nH]1)Nc1nnc(-c2ccccc2)o1,94,-14,-5.4,0,-24,nt,102,0,19,-18
N#Cc1c(NC(=O)CN2CCOCC2)oc(-c2ccccc2)c1-c1ccccc1,122,-48,-0.6,2,11,0,108,0,2,-10
COc1ccc(-c2cc(C(=O)N3CCc4ccccc4C3)no2)cc1OC,104,-34,0.7,13,-11,2,108,-5,3,-19
CCc1ccc(C2N(c3ccc(OC)cc3)C(=O)C3CCCN32)cc1 (configuration not stated),100,-14,-3.1,3,nt,1,103,-7,1,-9
CCC(C)(C(=O)NC1CCCC1)N(Cc1ccco1)C(=O)c1ccc2c(c1)OCO2 (configuration not stated),81,-4,-1.8,14,nt,nt,90,-1,17,0
COc1ccccc1CNC(=O)C(C)NS(=O)(=O)c1ccc(Br)cc1 (configuration not stated),84,-36,-3.0,3,6,nt,97,-6,10,nt
O=C(Cn1cc2c(n1)CCCC2)N1CCCc2ccccc21,91,25,-3.9,1,43,1,92,4,14,-1
O=C(CSc1nc2[nH]ncc2c(=O)n1-c1ccccc1Br)NCc1ccco1,82,-56,-0.6,0,15,4,82,1,10,-5
CCOc1ccc(NS(=O)(=O)c2ccc3[nH]cc(C(=O)NCCOC)c(=O)c3c2)cc1,83,-29,-1.4,4,-26,nt,79,18,6,-11
O=C(O/N=C1\CCCc2ccccc21)c1ccc(F)cc1,99,-23,-2.0,8,nt,1,91,-12,8,-6
Clc1ccccc1C(c1nnnn1Cc1ccco1)N1CCN(Cc2ccco2)CC1 (configuration not stated),107,19,0.2,8,-2,-1,91,-9,22,-6
CCn1c(SCC(=O)c2ccc(O)c(O)c2)nnc1-c1ccc(C)cc1,44,-23,-1.4,2,-4,-3,54,11,10,-8
N#Cc1c(/N=C/c2ccc(Br)s2)sc2c1CCC2,94,-38,1.9,4,-16,nt,89,-2,4,nt

A different layout for part of the listing above.
> CCC(C)(C(=O)NC1CCCC1)N(Cc1ccco1)C(=O)c1ccc2c(c1)OCO2 (configuration not stated)
  bCat KO growth = 81
  BB579 growth dn = -4
  MRP1 act = -1.8
  NPY-Y2 antag = 14
  E-sel TNF inh = nt
  Phagocyt inh = nt
  HCT116 PTEN-null = 90
  GALR2 blocker = -1
  Measles CPE = 17
  Yeast life ext = 0

> COc1ccccc1CNC(=O)C(C)NS(=O)(=O)c1ccc(Br)cc1 (configuration not stated)
  bCat KO growth = 84
  BB579 growth dn = -36
  MRP1 act = -3.0
  NPY-Y2 antag = 3
  E-sel TNF inh = 6
  Phagocyt inh = nt
  HCT116 PTEN-null = 97
  GALR2 blocker = -6
  Measles CPE = 10
  Yeast life ext = nt

(list continues)
Structure,bCat KO growth,BB579 growth dn,MRP1 act,NPY-Y2 antag,E-sel TNF inh,Phagocyt inh,HCT116 PTEN-null,GALR2 blocker,Measles CPE,Yeast life ext
O=C1CC(c2nc3ccccc3[nH]2)CN1Cc1ccccc1 (configuration not stated),105,-7,-0.6,1,nt,0,104,2,7,6
CCOC(=O)C1CCN(C(=O)CN(c2ccc3c(c2)OCCO3)S(C)(=O)=O)CC1,92,-41,-0.6,0,nt,-2,92,-9,3,-2
Cc1ccc(S(=O)(=O)NC(=NC(C)C(=O)O)c2ccccc2)cc1 (configuration not stated),120,-31,-1.2,0,nt,-1,101,10,19,-12
CCOc1ccc(CC(=O)Nc2c(C(=O)Nc3ccccc3)oc3ccccc23)cc1OCC,41,-23,-2.9,0,1,1,59,-7,6,14
CC1(C)Cc2[nH]c(=S)c(C#N)cc2CO1,89,-48,-1.1,1,7,0,95,-8,19,-9
Cc1ccc2c(c1C)NC(C)CC2C (configuration not stated),102,17,-2.8,-4,-12,0,93,-2,7,-4
Cc1oc2cc(O)ccc2c(=O)c1-c1cnn(-c2ccccc2)c1,74,-28,-0.3,3,31,nt,69,5,1,-3
COc1ccc(NC(=O)Nc2ccc(N3CCCC3=O)cc2)cc1OC,104,-53,1.7,-1,nt,0,103,11,23,-6
C/C(=N\NC(=O)Cc1ccc(Cl)cc1)c1ccccn1,5.0*,-30,-3.7,2,nt,nt,4,-3,5,-7
O=c1c(-c2ccc(F)cc2)coc2cc(O)ccc12,102,-38,0.4,0,-20,0,88,1,22,-19
CCC(=O)N1COC[C@@H]1Cc1ccccc1,102,-36,-0.4,1,-25,-3,104,0,8,7
CCCn1c(Sc2nnnn2-c2ccccc2)n[nH]c1=O,74,-13,-3.1,9,12,1,78,3,6,-4
COC(=O)C1C(=O)NCC1c1ccc(C)cc1 (configuration not stated),88,-24,-0.8,4,17,-1,81,-1,13,-11
CN(C)CCNC(=O)c1cc2ccccc2oc1=O,102,9,-1.2,-1,12,1,93,8,4,-9
COc1ccc(OC)c(Nc2ncnc3c2cnn3-c2ccccc2)c1,93,-16,-0.4,4,34,0,102,6,16,-11
CC(/C=N/NC(=O)CCn1nnc2ccccc21)=C\c1ccccc1,97,-20,2.3,0,nt,0,101,11,14,-3
Clc1ccc(Nc2ncnc3ccc(Br)cc23)cc1,67,-21,-4.0,1,-3,-1,54,19,2,0
COc1ccc(S(=O)(=O)N2CC3CCCN3c3ccc(C(F)(F)F)cc32)cc1 (configuration not stated),83,-38,-2.7,-1,26,nt,78,5,3,6
Cc1ccc(CNC(=O)CSc2ncccn2)cc1,102,-35,-0.5,3,3,3,104,-6,11,-7
CC(C)Cc1cc(C(=O)Nc2sc3c(c2C#N)CCCC3)no1,96,-34,1.4,3,5,0,90,10,35,-3
O=C(NCCSCc1ccc(Cl)cc1Cl)c1ccc(CN2CCOCC2)cc1,22,-9,-2.6,5,6,-1,38,-3,7,-28
Cc1nn(CCCNC(=O)C2CCCO2)cc1Br (configuration not stated),95,-23,-1.7,2,17,1,94,-3,16,-5
O=C(c1cccc(C(=O)N2CCN(c3ccccc3F)CC2)c1)N1CCN(c2ccccc2F)CC1,68,-87,-0.1,5,-18,5,61,-2,5,-8
COc1ccc(C(=O)N[C@H](C(=O)Nc2ccc(OC)nc2)C(C)C)cc1,98,-20,1.6,3,0,nt,100,-21,13,-8
COc1ccc(CCNC(=O)CC2Nc3ccccc3NC2=O)cc1OC (configuration not stated),87,0,-1.7,1,nt,1,92,7,8,-8
CC(Sc1nnc(-c2ccccc2Br)n1-c1cccc(C(F)(F)F)c1)C(N)=O (configuration not stated),82,-6,-1.9,-1,-2,-5,90,-4,16,-9
Cc1oc(CC(C)C)c(CN)c1C(=O)O,88,-27,-2.8,5,-26,-1,93,-1,27,-20
Cn1c(Oc2ccc3c(c2)OCO3)nc2c1c(=O)n(Cc1ccccc1)c(=O)n2C,74,-45,-1.4,2,nt,nt,68,15,4,-13
COc1ccc(S(=O)(=O)Nc2cc(C)ccc2OC)cc1C,90,-76,-1.8,2,7,nt,85,1,10,1
CCCCC(=O)NC(=S)NNC(=O)CC,106,-4,-0.8,-2,0,nt,103,15,3,nt
COc1ccc(-c2nnc(SCCc3ccccc3)n2N)cc1,96,-23,-0.1,-1,-16,-1,109,-8,4,-2
CCN(CCNC(=O)CN1CCN(Cc2ccc(Cl)cc2)C1=O)c1ccccc1,78,-38,2.9,1,12,-1,78,10,18,-6
COc1cc(/C=N/N=C(/N)c2nonc2N)cc(Br)c1OCc1cccc(C)c1,74,-32,1.7,11,-6,0,75,-9,9,-1

Outcome played no part in choosing rows; overall some 6.1% were active at least once.
